PMI act hi M6P = increases human PMI activity with near-saturating mannose 6-phosphate. P34949. coupled PMI enzyme assay, resazurin fluorescence, 20 min; stronger effect = higher value; 1 = untreated enzyme, 0 = substrate-free blank. activation factor at 20 µM. 190,000 tested, 0.34% active;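 active = activation factor of 2 or more at 20 µM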
Target sequence (P34949 whole entry, looked up): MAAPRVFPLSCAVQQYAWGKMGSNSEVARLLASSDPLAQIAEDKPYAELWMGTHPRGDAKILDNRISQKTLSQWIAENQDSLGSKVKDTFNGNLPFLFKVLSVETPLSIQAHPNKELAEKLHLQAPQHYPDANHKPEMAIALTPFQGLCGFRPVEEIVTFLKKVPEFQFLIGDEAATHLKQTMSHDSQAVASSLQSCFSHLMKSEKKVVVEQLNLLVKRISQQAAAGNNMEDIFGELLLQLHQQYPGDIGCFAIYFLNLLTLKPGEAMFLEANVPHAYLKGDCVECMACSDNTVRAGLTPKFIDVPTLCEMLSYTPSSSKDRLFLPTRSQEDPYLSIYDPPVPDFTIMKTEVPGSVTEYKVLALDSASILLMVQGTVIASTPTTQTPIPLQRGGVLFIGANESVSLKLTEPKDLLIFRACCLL
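Material: human phosphomannose isomerase with PGI, G6PDH, diaphorase coupling enzymes / Reagent: Man-6-P substrate 1.0 mM / Dosing: single compound dose of 20 µM, 1% DMSO final / Incubation: enzyme reaction with compound 20 min at room temperature / Signal: resorufin fluorescence (Ex 544/Em 590 nm) from resazurin via diaphorase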
TNAP act hi DEA = activators of human TNAP at high phosphate acceptor concentration | P05186 | purified TNAP, CDP-star luminescence, 1 M DEA, 30 min; stronger effect = higher value; 0 = EDTA background, 1 = DMSO-only activity | activation factor at 20 µM | 200,000 tested, under 10 active | AID 1136;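 active = activation factor at least 2 at 20 µM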
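Measured by: Luminescent substrate turnover signal | Test system: Human TNAP | Input: TNAP 1/800 final | Dosing: 20 µM single point | Schedule: 30 min, room temperature | Controls: EDTA wells as negative control, DMSO wells as positive control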
FLuc act counter = firefly luciferase counter-screen for stimulation assays | P08659 | ATPlite luciferase biochemical, luminescence, 10 min; 0 = ATP-free wells, 1 = DMSO control | activation factor at 10 µM | 200,000 tested, under 10 active;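 active = luciferase activation factor, scaled between plate controls, of at least 2 with compound at 10 µM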
Target sequence (P08659 whole entry, looked up): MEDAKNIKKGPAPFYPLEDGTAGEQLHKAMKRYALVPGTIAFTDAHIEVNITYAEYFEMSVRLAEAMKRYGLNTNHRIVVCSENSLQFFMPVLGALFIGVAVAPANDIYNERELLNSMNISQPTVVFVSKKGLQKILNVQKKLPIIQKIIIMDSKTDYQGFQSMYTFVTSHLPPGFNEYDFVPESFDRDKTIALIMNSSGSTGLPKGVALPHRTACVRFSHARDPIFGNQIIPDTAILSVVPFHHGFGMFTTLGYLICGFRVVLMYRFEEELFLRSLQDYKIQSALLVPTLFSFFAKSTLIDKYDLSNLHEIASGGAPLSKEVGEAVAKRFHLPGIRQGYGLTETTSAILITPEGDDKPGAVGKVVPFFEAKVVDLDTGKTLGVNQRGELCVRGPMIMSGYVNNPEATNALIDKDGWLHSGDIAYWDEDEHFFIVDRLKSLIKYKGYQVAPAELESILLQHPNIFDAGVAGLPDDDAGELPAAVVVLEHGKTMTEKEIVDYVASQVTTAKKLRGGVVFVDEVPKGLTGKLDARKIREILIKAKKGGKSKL
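Assay system: Luciferase/luciferin detection reagent, cell-free biochemical luciferase assay / Also added: ATP substrate / Schedule: 10 min at ambient temperature / Measured by: luminescence measurement of luciferase light output / Benchmarks: low control with PBS replacing ATP, high control enzyme plus ATP without compound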
PMI activator = phosphomannose isomerase (human) activation | activation factor at 20 µM | AID 1214 | 190,000 tested, 0.005% active | P34949 | purified human PMI, coupled resazurin fluorescence, 20 min; stronger effect = higher value; 1 = vehicle control, 0 substrate-free wells;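 active = activation factor of 2 or more at 20 µM, relative to plate controls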
Diaph inh CS = inhibits diaphorase or chemically oxidizes, flagging diaphorase assay artifacts. 190,000 tested, 0.69% active. AID 1217. inhibition, % at 20 µM. diaphorase resazurin-to-resorufin fluorescence, NADH, 16 min; bacterial (C. kluyveri) enzyme, not human;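 active = primary screen inhibition at 20 µM above a set limit, cut at about 50% in these data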;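 note: plate controls were DMSO with full reaction for no effect and wells lacking NADH for full effect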
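System: Diaphorase enzyme from Clostridium kluyveri | Amount: Enzyme working solution with 0.14 U/mL diaphorase | Benchmarks: No-NADH positive control and DMSO neutral control | Signal: Fluorescence of resorufin formed from resazurin, Ex 544/Em 590 nm | Schedule: 16-min room-temperature incubation before reading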
G6PDH CS = counter-screen for G6PDH assay hits: L. mesenteroides G6PDH inhibition; Purified L. mesenteroides G6PDH, diaphorase/resazurin coupled fluorescence, 45 min; inhibition, % at 5 µM; 200,000 tested, 0.12% active; AID 1020; in the data active = inhibition above about 50%
TNAP inh hiacc = TNAP (human) inhibition, high acceptor; P05186; purified TNAP, CDP-star luminescence, 1 M DEA; inhibition, % at 20 µM; 200,000 tested, 0.03% active; AID 1135;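 active = over 50% inhibition of tissue-nonspecific alkaline phosphatase at 20 µM in the single-dose screen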;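 note: plate controls were DMSO wells for no effect and EDTA-quenched wells as full inhibition for full effect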
Diaphorase act = counter-screen for diaphorase-based assays: diaphorase activators and chemical reducers; activation factor at 20 µM; 190,000 tested, 0.005% active; Diaphorase/resazurin coupled assay, resorufin fluorescence, 16 min; stronger effect = higher value; 1 = vehicle wells, 0 = NADH-free wells; AID 1229;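 active = diaphorase activity raised at least twofold by the compound at 20 µM; inactive = activation factor below 2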
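Test system: Clostridium kluyveri diaphorase, purified enzyme. Buffer or medium: 50 mM HEPES pH 7.4 buffer plus MgCl2 and Tween 20. Also added: 0.114 mM NADH and 0.1 mM resazurin, final amounts. Dosing: compound 20 µM once, DMSO 1%. Schedule: 16 min enzyme reaction, ambient temperature. Detection: fluorescence of resorufin, 544 nm excitation, 590 nm emission.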
TNAP inh noacc = inhibitors of human TNAP without phosphate acceptor; purified TNAP, CDP-star luminescence, 30 min; AID 1012; inhibition, % at 20 µM; 200,000 tested, 0.26% active; P05186;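 active = tissue-nonspecific alkaline phosphatase inhibition above about 50% at 20 µM in the single-dose screen, limit read from the data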;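 note: 0% = DMSO negative control and 100% = EDTA positive control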
Efa HMGR inh = E. faecalis class II HMG-CoA reductase inhibition; purified E. faecalis HMGR, NADPH absorbance 340 nm kinetic; inhibition, % at 10 µM; 190,000 tested, 0.41% active; AID 1066;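 active = inhibition above a set limit, the median over all tested compounds plus 3 SD, cut at about 9.5% in these data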;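 note: enzyme runs in reverse so mevalonate oxidation gives rising NADPH absorbance; 0% = complete reaction with DMSO and 100% = background rate lacking mevalonate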
The depositor's hits bear a star; & = joins results of further samples. Rows were taken by chance; overall some 1.7% were active at least once.

smiles,PMI act hi M6P,TNAP act hi DEA,FLuc act counter,PMI activator,Diaph inh CS,G6PDH CS,TNAP inh hiacc,Diaphorase act,TNAP inh noacc,Efa HMGR inh
N#Cc1cc2cc3ccccc3nc2n2c(=O)c3ccccc3nc12,0.9,1,1,1,21,-2,3,0.8,-4,-6
Cn1c(=O)cc(OCC(=O)NCCC2=CCCCC2)c2ccccc21,1,1,1,1,9,4,-1,0.9,-5,-3
Cc1nc(SCN2C(=O)c3ccccc3C2=O)n[nH]1,1.1,1,1.1,1,5,-2,-3,1,-30,0
CCN(C(=S)Nc1cccnc1)c1ccccc1,1,1,1,1,19,7,3,0.8,-8,-7
Cc1cc(C(=O)CSc2cccc[n+]2[O-])c(C)n1-c1ccccc1,0.9,1,0.2,1,9,6,-4,0.9,-6,-6
COc1ccc(Br)c2oc(S)cc(=O)c12,1.3,1,1,1.3,31,6,-4,0.7,-11,-3
Cc1ccc(OCCNS(=O)(=O)c2cccs2)cc1,1,1,0.9,1,1,-1,4,1,1,0
O=C(Nc1ccccc1)C1=C[C@@H](c2csc3ccccc23)C[C@@H](OCc2ccc(CO)cc2)O1,0.9,1,1.1,0.9,35,6,-5,0.7,-4,-2
COc1ccccc1NC(=O)CCN1CCN(C)CC1,1.1,1,1,1.2,-8,26,-4,1.1,-8,-7
CCOC(=O)/C=C/C(=O)Nc1ccc(S(=O)(=O)N(C)c2ccccc2)cc1,1,1,1.1,1,21,5,0,0.8,-2,-1
CCCN1/C(=C(/C#N)C2=NS(=O)(=O)c3ccccc32)N(C)c2ccccc21,1,1.1,1.1,1,3,6,-8,1,2,-5
COc1ccc(CNC(=O)Cn2cc3c(n2)CCCCC3)cc1,1,1.1,1,0.9,-6,20,-5,1.1,-7,-5
c1cc(-c2nnc3n2CCCCC3)ccn1,1,1,1.1,1.1,10,0,-4,0.9,-10,-4
CCN(CC)c1ccc(C(=O)N/N=C(\C)c2ccc(OC)c(OC)c2)cc1,1,1,1,0.9,16,-9,-2,0.8,-25,-2
COc1cc(C)c(CNc2cc(C)cc(C)c2)cc1C,1,1,1,1,8,6,1,0.9,-12,0
O=C1N/C(=N/c2ccccn2)SC1Cc1ccccc1 (stereo not drawn),1,1,0.9,1.1,-10,-2,0,1.1,4,-8
CSc1cccc(NC(=O)/C=C/c2ccco2)c1,0.8,1,0.8,0.7,17,0,-2,0.8,-10,-9
CCOCCn1c(COc2ccc(C)cc2)nc2ccccc21,1.1,1.1,0.7,1,4,5,-6,1,-9,-4
Cc1ccc(NC(=O)CNc2ccc(OC(C)C)cc2)cc1,0.8,1,1,0.8,13,8,-2,0.9,-14,2
CCOC(=O)N1CCc2c(sc3c2C(=O)NC(c2ccccc2)N3)C1 (stereo not drawn),0.4,1,1,0.7,27,14,1,0.7,-9,4

Single entries from above:
`CCOC(=O)/C=C/C(=O)Nc1ccc(S(=O)(=O)N(C)c2ccccc2)cc1` in Efa HMGR inh: -1
`O=C(Nc1ccccc1)C1=C[C@@H](c2csc3ccccc23)C[C@@H](OCc2ccc(CO)cc2)O1` in Efa HMGR inh: -2

New compounds follow.
smiles,PMI act hi M6P,TNAP act hi DEA,FLuc act counter,PMI activator,Diaph inh CS,G6PDH CS,TNAP inh hiacc,Diaphorase act,TNAP inh noacc,Efa HMGR inh
O=C(COC(=O)C1CC1)Nc1ccccc1Sc1ccccc1,1,1.1,1.1,1,12,10,-6,0.9,-12,1
CC1CCC(C(C)C)C(OC(=O)Cn2c(-c3ccc(Br)cc3)[n+](C)c3ccccc32)C1 (stereo not drawn),1&1,1&1,1&1,1.1&1,1&-6,-12&8,-3&-4,1&1.1,-10&-2,-3&-9
O=C(O)c1cccnc1SC1CC(=O)N(c2cccc3ccccc23)C1=O (stereo not drawn),1.1,1.1,1.1,1.2,7,3,-5,0.9,-12,-2
c1ccc(C(c2ccccc2)N2CCN(c3nc4ccccc4n4cnnc34)CC2)cc1,0.9,1,1,0.9,8,1,-5,0.9,-6,-1
COc1ccc(CCNC(=O)Cc2ccc3c(c2)OCO3)cc1OC,1,1,1,0.9,1,11,-2,1,-9,2
CN(C)C(=O)CN(c1ccc2c(c1)OCO2)S(C)(=O)=O,1,1,1,0.9,-1,13,0,1,-8,-2
CN(C)CCOCCOc1ccc(Cl)c2ccccc12,1,1,1,1,6,14,1,0.9,-2,0
NC(N)=NS(=O)(=O)c1ccc(N)cc1,1,1,1.1,0.9,13,12,-4,0.9,-10,-7
CN(C)c1nc(N(C)C)nc(N(C#N)CN2C(=O)c3ccccc3C2=O)n1,1,1,1.1,1,11,-4,2,0.9,1,0
CC(=O)c1cccc(NC(=O)C2C3C=CC(C4CC34)C2C(=O)O)c1 (stereo not drawn),0.9,1,1.1,1,14,-13,-5,0.9,-20,-9
O=C(NC(=S)Nc1nc(-c2cccc3ccccc23)cs1)c1cc2ccccc2o1,1.1,1,1,1,-4,0,4,1,5,-4
O=c1c(F)cn(C2CCCO2)c(=O)n1Cc1ccc(Cl)cc1 (stereo not drawn),1,1.1,1,0.9,12,9,-8,0.9,-4,0
O=C(O)CCn1ncc2ccccc2c1=O,1,1,1,1,4,4,0,1,-7,2
O=C(c1cc2ccccn2n1)N1CCN(c2ccccn2)CC1,1,1,1,1,11,11,-4,0.9,-12,-3
Fc1cccc(CSc2ncnc3c2oc2ccccc23)c1,1,1,1,0.9,13,1,1,0.9,-2,-4
CCOC(=O)Nc1nc(-c2ccc(F)cc2F)cs1,0.8,1,1,0.9,17,-6,-1,0.8,5,4
Cc1ccc(S(=O)(=O)NCCN=C(CN2CCOCC2)NS(=O)(=O)c2ccc(C)cc2)cc1,1,1,1.1,0.9,19,-9,-4,0.8,-3,-2
Cc1nc(N[C@@H](Cc2ccccc2)C(=O)O)c2oc3ccccc3c2n1,1.1,1,1,1,-4,11,-3,1,-10,-2
CCn1c(SCC(=O)c2ccc(C)cc2)nnc1-c1ccncc1,1.2,1,1,1.1,-10,-3,1,1.1,-12,2
O=C(Oc1ccc2c(=O)c(Oc3ccc4ccccc4c3)coc2c1)c1ccco1,1,1,1.1,0.9,14,-1,3,0.9,-9,-5

The list continues:
smiles,PMI act hi M6P,TNAP act hi DEA,FLuc act counter,PMI activator,Diaph inh CS,G6PDH CS,TNAP inh hiacc,Diaphorase act,TNAP inh noacc,Efa HMGR inh
Cc1ccc(NCc2ccccc2O)c(C)c1,1,1,1,1,10,0,-1,0.9,-12,-4
CCOC(=O)CN1C(=O)C(O)=C(C(C)=O)C1c1ccc([N+](=O)[O-])cc1 (stereo not drawn),1.1,1,1,1,6,5,2,0.9,-3,-5
CC(=O)Nc1ccc(-c2cc3ccccc3o2)cc1,1.1,1,0.8,1.1,0,0,-1,1,-8,-4
O=S(=O)(NC(=S)NC1CCCCC1)c1ccc(Br)cc1,1,1,1.1,0.9,20,2,2,0.8,12,-9
COC(=O)c1sc2ccccc2c1NC(=O)c1ccc(S(=O)(=O)N2CCCCC2C)cc1 (stereo not drawn),1,1,1,1,17,-3,1,0.8,-3,0
O=C(O)c1ccc(F)c(S(=O)(=O)Nc2ccccc2Cl)c1,0.9,1.1,1,0.9,9,11,-6,0.9,-12,-3
Cc1cc(=O)oc2cc(OC(C)C(=O)N3CCOCC3)ccc12 (stereo not drawn),1.2,1,1,1.2,-9,-1,3,1.1,-15,1
COc1ccc(NC(=O)C(=O)NCCCn2ccnc2)cc1,1,1,1,1,-4,-1,4,1,4,-6
O=C(COC(=O)c1ccc(S(=O)(=O)NCc2ccco2)cc1)NC1CCCCCC1,1,0.9,1,1.1,2,6,6,1,-14,4
CCOC(=O)N1CCN(S(=O)(=O)c2ccc(C(=O)Nc3ccc4c(c3)C(=O)NC4=O)cc2)CC1,0.9,1,1,0.9,18,7,-3,0.8,-1,-4
Nn1c(COc2ccc(Cl)cc2)n[nH]c1=S,0.9,1,1,0.9,23,9,0,0.8,11,-4
CCN(CC)c1ccc(/C=N/Nc2cccc(C)c2)c(O)c1,1.6,1,1.1,1.2,39,-34,5,0.6,3,-5
Cc1ccc(NC(=O)CN2CCCN(S(=O)(=O)c3ccc(Br)s3)CC2)cc1,0.9,1.1,1.1,0.9,24,7,-6,0.8,-8,-2
O=C(CSC1=NCCN1)Nc1cccc(C(F)(F)F)c1,1.1,1,1,1,11,1,-3,0.9,-10,-3
COc1ccc(-c2csc3ncn(-c4cccc(C)c4)c(=O)c23)cc1OC,0.9,1,1,1,3,9,-1,1,-4,-4
CC(=O)c1cc(N2CCC(C(=O)O)CC2)ccc1[N+](=O)[O-],0.9,0.8,1,1,11,2,24,0.9,21,6
C[C@@H]1NC(=O)[C@H](CCC(N)=O)NC(=O)c2cc([N+](=O)[O-])cc(I)c2NCC[C@@H](C(N)=O)NC1=O,1.1,1,1,1.3,18,13,3,0.8,-3,-8
O=S(=O)(Nc1ccc(N2CCOCC2)nn1)c1ccccc1,0.9,1.1,1.1,1,25,0,-10,0.7,-12,-12
CCCC(=O)NNC(=O)Nc1ccccc1,1,1,1,0.9,9,5,1,0.9,-7,-9
CCC(C)c1ccccc1NC(=O)CN1CCN(C/C=C/c2ccccc2)CC1 (stereo not drawn),0.9,1,1.1,0.9,18,15,-3,0.8,-9,-7
COc1ccc(NC(=S)N2C3CCC2CC(NC(=O)NC24CC5CC(CC(C5)C2)C4)C3)c(OC)c1 (stereo not drawn),0.9,1,1,0.8,18,-27,-2,0.8,-29,0

Two entries from above, with values under each structure:
The line under a structure holds: PMI act hi M6P | TNAP act hi DEA | FLuc act counter | PMI activator | Diaph inh CS | G6PDH CS | TNAP inh hiacc | Diaphorase act | TNAP inh noacc | Efa HMGR inh
CCOC(=O)/C=C/C(=O)Nc1ccc(S(=O)(=O)N(C)c2ccccc2)cc1
  1 | 1 | 1.1 | 1 | 21 | 5 | 0 | 0.8 | -2 | -1
CCCN1/C(=C(/C#N)C2=NS(=O)(=O)c3ccccc32)N(C)c2ccccc21
  1 | 1.1 | 1.1 | 1 | 3 | 6 | -8 | 1 | 2 | -5

Compound activity from PubChem.
